# High-throughput results as filed in PubChem BioAssay.
# Pol beta inh: inhibitors of human DNA polymerase beta; Potency, µM (titrated, usually from 114 µM), inactives show at the highest dose activity change, negative = inhibition, most hits filed as inhibitors; actives 1.3% (n = 340,000); P06746; Pol beta primer extension/strand displacement, fluorescence kinetic; also: potency is read from the fitted curve at half-maximal effect; % is scaled to controls: 0 for no effect and ±100 for the full control effect
#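 Pol beta (10 nM) was preincubated with compound for 15 min at room temperature. The reaction was then started with 50 nM substrate and read immediately and after a further 10 min at room temperature.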
# BLM inh: blocks DNA unwinding by human BLM helicase; AID 2528; Potency, µM (top dose mostly 56.1 µM), without a hit: at the top dose activity change, negative = inhibition, hits mostly inhibitors; P54132; recombinant BLM DNA unwinding, fluorescence dequenching; actives 0.2% (n = 350,000);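 also: potency is read from the fitted curve at half-maximal effect; plate controls were vehicle for no effect and no enzyme for full effect; nearly all actives have a fitted effect of over 35% in size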
# POLK inh: DNA polymerase kappa (human) inhibition; Q9UBT6; actives 0.53% (n = 400,000); Potency, µM (doses to about 107 µM), for inactives: at the top dose activity, negative = inhibition, actives largely listed as inhibitors; purified Pol kappa, fluorescent DNA synthesis assay, 10 min; also: potency is read from the fitted curve at half-maximal effect; % is scaled to controls: 0 for no effect and ±100 for the full control effect
#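 50 nM final substrate added after 15 min RT preincubation of 10 nM Pol kappa with compound; fluorescence read at 0 and 10 min.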
# Anesthetic bind: binds horse apoferritin like a general anesthetic. P02791. actives 0.074% (n = 350,000). Potency, µM (series often up to 77.5 µM), without a hit: at the top dose activity change, negative = displacement, hits mostly inhibitors. apoferritin/1-aminoanthracene competitive binding, fluorescence; also: potency is read from the fitted curve at half-maximal effect; % is scaled to controls: 0 for no effect and ±100 for the full control effect; nearly all actives have a fitted effect of over 20% in size
# Target sequence (P02791 2-175 limits assumed): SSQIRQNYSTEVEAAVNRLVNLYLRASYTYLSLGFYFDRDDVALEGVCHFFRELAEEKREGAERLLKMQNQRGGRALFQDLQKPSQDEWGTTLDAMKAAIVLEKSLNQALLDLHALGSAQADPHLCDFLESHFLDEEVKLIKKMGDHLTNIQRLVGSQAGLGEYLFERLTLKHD
#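 In PBS, apoferritin at 10 uM is loaded with 1-AMA from a 50% saturated solution. After 10 min of compound exposure at ambient temperature, reduced 535 nm fluorescence indicates probe displacement.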
# TRHR agonist: activates the human TRH receptor. AID 493084. P34981. activation, % at 2 µM. TRHR cells, calcium flux fluo-8, FDSS agonist mode. actives 0.18% (n = 360,000); in the data active = activation above about 30%; also: 0% is about no effect
#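 Read-out: compound-evoked intracellular calcium rise in TRHR cells, fluo-8 dye, kinetic FDSS fluorescence at 1 s/cycle following a 10-cycle baseline. Cells cultured overnight before dye loading (30 min–1.5 h, RT).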
# 12-LOX inh: blocks human arachidonate 12S-lipoxygenase | P18054 | purified 12hLO, xylenol orange hydroperoxide absorbance | Potency, µM (series often up to 108 µM), inactives show at the highest dose activity change, negative = inhibition, actives largely listed as inhibitors | actives 1.1% (n = 580,000) | AID 1671190; also: potency is read from the fitted curve at half-maximal effect; % is scaled to controls: 0 for no effect and ±100 for the full control effect
#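 Purified human 12hLO (150 nM final) in 25 mM Hepes, 0.01% Triton X-100, pH 7.0 was preincubated 15 min at room temperature with compound. Then 40 uM arachidonic acid was added, 30 min. Hydroperoxide was read by Fe-XO absorbance ratio 573/405 nm.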
# APEX1 inh: inhibitors of human APE1 endonuclease. AID 2517. recombinant APE1, TAMRA/BHQ-2 abasic DNA cleavage fluorescence. actives 0.35% (n = 350,000). Potency, µM (series often up to 65.8 µM), without a hit: top-dose activity change, negative = inhibition, hits mostly inhibitors;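 also: potency is read from the fitted curve at half-maximal effect; plate controls were vehicle for no effect and reference inhibitor for full effect; nearly all actives have a fitted effect of over 55% in size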
# Target sequence (P27695 whole entry, looked up): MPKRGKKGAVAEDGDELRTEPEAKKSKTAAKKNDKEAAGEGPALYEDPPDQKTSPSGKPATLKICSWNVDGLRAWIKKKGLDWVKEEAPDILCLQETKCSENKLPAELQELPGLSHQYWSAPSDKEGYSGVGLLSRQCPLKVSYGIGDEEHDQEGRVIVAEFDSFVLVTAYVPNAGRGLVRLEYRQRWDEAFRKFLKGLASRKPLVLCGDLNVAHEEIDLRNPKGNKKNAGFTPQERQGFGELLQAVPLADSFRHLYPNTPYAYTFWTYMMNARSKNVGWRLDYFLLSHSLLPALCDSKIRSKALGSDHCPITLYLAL
#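 Quantitative HTS: incision of a TAMRA/BHQ-2 double-stranded substrate bearing a tetrahydrofuran abasic site by 0.75 nM APE1 raises fluorescence. Substrate 50 nM final, added after 15 min compound preincubation at room temperature; progress as third-minus-first kinetic read difference.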
# ERG Ets-DNA blk: ERG Ets/DNA interaction inhibition; P11308; fluorescence polarization, His-ERG Ets domain / labelled DNA; Potency, µM (top dose mostly 76.9 µM), for the others: at the top dose FP activity, negative = inhibition, most hits filed as inhibitors; actives 0.028% (n = 370,000); AID 624246; active = well fitted inhibition curve with a large enough effect in the polarisation, with a control signal flat; inconclusive = small, poorly fitted or top-dose-only effect, or effect the other way, or a change in a side signal; inactive = no such curve, though single readings can be large or run the other way; the % refers to the polarisation;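 also: polarization taken with two DNA probes labelled with fluorescein and Texas red; potency is read from the fitted curve at half-maximal effect; % of control where 0% means no effect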
# Target sequence (P11308 whole entry, looked up, the tested form may be a part): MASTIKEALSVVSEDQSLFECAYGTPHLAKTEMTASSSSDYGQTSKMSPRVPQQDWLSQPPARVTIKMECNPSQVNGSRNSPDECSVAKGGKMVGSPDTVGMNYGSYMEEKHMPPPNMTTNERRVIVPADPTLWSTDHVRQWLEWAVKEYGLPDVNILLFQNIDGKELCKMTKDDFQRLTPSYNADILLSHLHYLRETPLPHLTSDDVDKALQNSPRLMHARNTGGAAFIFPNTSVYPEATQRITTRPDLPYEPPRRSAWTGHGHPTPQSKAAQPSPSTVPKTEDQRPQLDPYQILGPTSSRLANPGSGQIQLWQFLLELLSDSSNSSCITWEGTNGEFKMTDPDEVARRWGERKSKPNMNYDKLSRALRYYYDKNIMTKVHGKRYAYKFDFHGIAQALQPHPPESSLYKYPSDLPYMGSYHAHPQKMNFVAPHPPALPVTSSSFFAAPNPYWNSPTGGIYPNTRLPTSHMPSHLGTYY
#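 His-tagged ERG Ets domain (1 uM in the protein solution; 300mM KCl, 50mM Tris-HCl, 1mM EDTA, 1mM DTT, pH 7.5) received compound, then a probe mix of 5 nM fluorescein-DNA and 100nM Texas-615-DNA. Fluorescence polarization was read for both dyes.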
# POLI inh: inhibitors of human DNA polymerase iota | actives 1% (n = 390,000) | Pol iota fluorescent replication assay, 10 min | Q9UNA4 | Potency, µM (doses to about 115 µM), without a hit: top-dose activity, negative = inhibition, hits mostly inhibitors; also: potency is read from the fitted curve at half-maximal effect
#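 Pol iota at 10 nM preincubated 15 min with compounds at room temperature; reaction started with fluorescent substrate, 50 nM final. Fluorescence read kinetically at 0 and 10 min; buffer-only wells as negative control.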
# * marks the source's active call; other numbers are inactive results; i = inactive; ? = inconclusive; · = not tested or not shown; & = joins results of further samples; [ ] = another dose, or the depositor's remark. Unless noted, calls follow the shape of the dose curve; as a rule, active = well fitted curve in the direction sought with a large enough effect; inconclusive = small, poorly fitted or top-dose-only effect, or another doubt; inactive = no such curve, though single readings can be large; an effect the other way counts as inactive or inconclusive. Some of the compounds tested; rates above refer to the full screens.
# Sample of the layout:
SMILES,Pol beta inh,BLM inh,POLK inh,Anesthetic bind,TRHR agonist,12-LOX inh,APEX1 inh,ERG Ets-DNA blk,POLI inh
CC(=O)c1cccc(NC(=O)c2sc(-n3nc(C)c(Cc4ccc5c(c4)OCO5)c3C)nc2C)c1,1%,0%,-1%,38%[activator],-0.6,-7%,·,-2%,1%
CCCCc1nc(NCCN)c(C#N)c2c1CSC(C)(C)C2,0%,-1%,-8%,-23%,1.5,70%[activator],-1%,3%,20%
CCCCNC(=O)C(=O)NCC1CCCN1S(=O)(=O)c1cccs1 (stereo not drawn),·,·,-15%,·,-0.9,0%,6%,-2%,20%

# Main list, from the first entry:
SMILES,Pol beta inh,BLM inh,POLK inh,Anesthetic bind,TRHR agonist,12-LOX inh,APEX1 inh,ERG Ets-DNA blk,POLI inh
CC(=O)c1cccc(NC(=O)c2sc(-n3nc(C)c(Cc4ccc5c(c4)OCO5)c3C)nc2C)c1,1%,0%,-1%,38%[activator],-0.6,-7%,·,-2%,1%
CCCCc1nc(NCCN)c(C#N)c2c1CSC(C)(C)C2,0%,-1%,-8%,-23%,1.5,70%[activator],-1%,3%,20%
CCCCNC(=O)C(=O)NCC1CCCN1S(=O)(=O)c1cccs1 (stereo not drawn),·,·,-15%,·,-0.9,0%,6%,-2%,20%
O=C(COC(=O)c1ccc(Br)o1)Nc1ccc(Br)cc1,·,·,2%,·,0.0,0%,8%,-11%,-12%
C/C(=N\NC(=S)Nc1ccccc1)C1Cc2ccccc2C(=O)O1 (stereo not drawn),9%,-6%,3%,-10%,-0.7,?,2%,-15%,53%[activator]
Cn1nc(C(=O)Oc2cc(=O)n(C)c3ccccc23)c2ccccc2c1=O,8%,-6%,-3%,-7%,0.4,-1%,-1%,7%,19%
CC(C)CCSc1nc2c(c(=O)n(C)c(=O)n2C)n1Cc1ccccc1Cl,27%,-8%,2%,-3%,0.5,-21%,·,9%,7%
COc1ccc(OCCSc2nc3ccccc3n2CC(=O)O)cc1,4%,-8%,-1%,70%[activator],1.5,-15%,0%,-3%,-1%
Cn1ncc2c(N3CCN(c4ccccc4F)CC3)ncnc21,-9%&-20%,-1%&0%,-13%[60.1 µM],4%&-7%,-0.4&0.6,-9%&3%,0%,-3%&-1%,-3%&-2%
Nc1c(C(=O)CSc2nccn2-c2cccc(F)c2)c(=O)[nH]c(=O)n1C1CC1,·,·,-15%,·,0.3,-1%,-1%,-2%,0%
CC(C)c1ccc(NC(=O)c2cccnc2)cc1,21%,-5%,0%,-11%,0.1,18%,14%,·,2%
CCOC(=O)c1ccc(NC(=S)N(CCCN(CC)CC)Cc2ccco2)cc1,-13%,-11%,-12%,7%,0.4,-22%,-1%,3%,116%[activator]
CCOc1ccc(-c2cc(N3C(=O)Nc4ccccc4N3O)n[nH]2)cc1,-1%,0%,-12%,-19%,-0.4,10%&0%,-1%,3%,44%[activator]
O=C(NNS(=O)(=O)c1ccccc1F)c1cccc(S(=O)(=O)N2CCOCC2)c1,25%,-1%,4%,-6%,0.5,-22%,17%,-3%,?
S=C(Nc1ccccc1)Nc1nc2ccccc2n1CCOc1ccc(Cl)cc1,31%,-7%,-1%,2%,0.4,8.9µM*,2%,4%,6%
Cn1cnc([N+](=O)[O-])c1Sc1nc(N)nc2c1ncn2C1OC(CO)C(O)C1O (stereo not drawn),·,·,-17%,·,·,?,·,-1%,4%
COC(CNC(=O)c1ccc(Cn2c(=S)[nH]c3cc4c(cc3c2=O)OCO4)cc1)OC,21%,-2%,-11%,-17%,-0.6,?,-6%,-5%,9%
COc1ccc(NC(=O)CSc2nnc3n2CCCCC3)cc1,-5%,-11%,-4%,-5%,-0.2,-23%,1%,1%,96%[activator]
COCCN(Cc1cc2cc(C)ccc2n2nnnc12)C(=S)Nc1cccc(C)c1,6%,-1%,-18%,-1%,0.4,-2%,2%,5%,-14%
CNCCC1Sc2ccccc2Oc2ccccc21 (stereo not drawn),-1%,3%,9%,-10%,0.8,?,1%,-14%,15%
CSc1ccc(/C=C2\C(=N)N3N=C(CC(=O)N4CCCCC4)SC3=NC2=O)cc1,?,-18%,89µM*,4%,0.3,?,1%,10%,?
CC(C)Cn1c(N)c(C(=O)COC(=O)[C@H](C)NC(=O)c2ccccc2Cl)c(=O)n(C)c1=O,·,·,-1%,·,-0.1,-27%,39%,1%,-5%
N#Cc1cccc(NC(=O)C2SC(=Nc3ccccc3)C(C(=O)N3CCOCC3)=C2N)c1 (stereo not drawn),33%,-4%,-3%,-6%,-0.1,-6%,0%,0%,-2%
COc1ccc(NC(=O)COC(=O)CCCC2=NS(=O)(=O)c3ccccc3N2)cc1,5%,2%,4%,-2%,0.2,1%,22%,-4%,39%[activator]
N#Cc1c(-c2ccco2)cc(C2CC2)nc1N,2%,-5%,-10%,-5%,0.0,-29%,-1%,-3%,1%
COc1ccc(C(=O)NCc2cnn(C)c2C)cc1OC1CCN(C(C)C)CC1,4%,3%,-8%,4%,-0.3,10%,9%,-1%,37%[activator]
COCCCNC(=O)c1ccc(N2CCOCC2)c(NS(=O)(=O)c2ccc(OC)cc2)c1,-1%,-1%,-2%,-14%,0.2,4%,?,·,19%
Cc1ccc(NC(Cc2cc(C)no2)c2ccccc2)cc1 (stereo not drawn),-1%,4%,-6%,7%,3.3,-17%,0%,-4%,11%
COC(=O)C1=C(CS(=O)(=O)c2ccc(C)cc2)NC(=O)NC1c1ccc(OC)c(OC)c1 (stereo not drawn),22%,1%,-8%,-7%,0.6,5%,-3%,-7%,11%
CCCOc1ccc(S(=O)(=O)NNC(=O)c2cc3ccccc3o2)cc1,1%,-1%,3%[60.1 µM],-20%,0.9,?,-6%,9%,31%[activator]
COc1cc(-c2coc3cc(OCc4ccccc4)c(OC)c(O)c3c2=O)cc(O)c1OC,·,-5%,-11%[60.1 µM],-10%,·,·,-3%,·,·
Nc1nc(SCc2ccc(Br)cc2)c2ncn(C3OC(CO)C(O)C3O)c2n1 (stereo not drawn),·,·,-3%,·,·,?,·,-1%,26%
Cc1cc(N2CCOCC2)ccc1/C=C1\SC(=O)N(C(C)C)C1=O,-2%,-9%,-5%,-11%,3.2,-13%,-3%,2%,-1%
Cc1ccc(-n2c(SCc3nnc4n3CCC4)nnc2-c2ccccc2)cc1,29%,-4%,3%,-8%,0.2,-7%,2%,-16%,42%[activator]
CC(C)n1c(N2CCCC2)nc2c1c(=O)[nH]c(=O)n2C,50%,0%,6%,-8%,0.5,22%,4%,2%,13%
COc1ccc(Cn2ccnc2SCC(=O)NCc2ccccc2)cc1,32%,-3%,-3%[60.1 µM],-8%,0.6,-12%,·,0%,11%
O=C(O)CN(c1ccc(F)cc1)S(=O)(=O)c1ccc2c(c1)OCCO2,5%,-2%,6%,-2%,-0.3,5%[57.4 µM],-1%,6%,-5%
Clc1ccccc1OCCCOc1cccc2cccnc12,-9%,-9%,4%,?,0.2,0%,32%,2%,17%
Cc1cc(Nc2ccccc2)n(CCOC(=O)COc2ccccc2)n1,5%,-8%,-11%,?,-0.3,10%,-8%,-1%,-2%
CCNC(=S)N(CCCN(C)C)Cc1cc2cc3c(cc2[nH]c1=O)OCCO3,28%,-3%,2%,-1%,0.2,-46%,4%,9%,48%[activator]
Cc1ccc(-c2cc(C(=O)NCc3ccccc3)c3c(-c4ccc(C)cc4)[nH]nc3n2)cc1,33%,-1%,-3%,3%,0.5,-16%,·,-3%,2%
O=C(CSc1nc2nn(-c3ccccc3)c(=O)c-2c2n1CCCCC2)Nc1ccccc1[N+](=O)[O-],·,·,-3%,·,-0.5,?,-13%,-5%,35%[activator]
CCc1ccc(NC(=O)CSc2ccc(-c3cccs3)nn2)cc1,13%,-7%,-3%,-20%,-0.8,0%,·,1%,-11%
O=C(COc1ccccc1C(=O)NCc1ccccn1)Nc1ccc(Br)cc1,-3%,-3%,0%,-7%,0.1,1%,1%,-11%,-2%
CS(=O)(=O)c1ccccc1-c1nnc(NC(=O)C2=COCCO2)o1,·,·,-9%,·,0.1,-19%,33%,18%,46%[activator]
CCC(=O)Nc1cccc(-n2nnnc2SCC(=O)c2ccc(C)c(C)c2)c1,-7%,-8%,-4%,-18%,0.4,0%,-7%,5%,73%[activator]
COc1ccc(/C=C2\SC(=S)N(CCC(=O)Nc3ccc(C(=O)O)cc3)C2=O)cc1,?,-14%,-13%,-4%,-0.3,-25%,?,14%,-25%
COc1ccc(CC(=O)N2CC(C)CC(C)C2)cc1 (stereo not drawn),6%,-3%,-3%,?,0.4,9%[57.4 µM],27%,·,10%
O=C1NC(=O)C2(CCCC2)N1,·,·,-7%,·,·,1%,·,3%,116%[activator]
CC1=CC(C2CC(=O)N(c3ccccc3C)C2=O)CC2C(=O)N(c3ccccc3C)C(=O)C12 (stereo not drawn),12%,-2%,-4%,-16%,0.8,-19%,3%,-9%,-16%
COc1ccc(S(=O)(=O)N2CCC(C(=O)Nc3ccccc3N3CCCC3)CC2)cc1OC,43%,-7%,15%,-8%,-1.4,i,20%,-6%,-9%
COc1ccc(CNC(=S)NCc2ccc(OC(C)C)cc2)cc1,-5%,-11%,-8%,-9%,-0.4,?,-5%,1%,104%[activator]
COc1ccccc1OCCCn1c(C2CC(=O)N(c3ccccc3Cl)C2)nc2ccccc21 (stereo not drawn),-8%,-4%,-8%,-10%,-1.5,-18%,·,-6%,-12%
O=S1(=O)CCOC[C@H](Cc2ccccc2)N1Cc1ccccc1F,·,·,4%,·,·,-4%,·,-9%,19%
CC(C)CC(=O)NC(c1ccccc1)c1c(O)ccc2ccccc12 (stereo not drawn),0%,-7%,-3%,-24%,-0.7,18%,?,-1%,139%[activator]
